Source: PubChem
GPR151 activ – activators of human GPR151; Q8TDV0; PathHunter beta-arrestin GPR151 cells, luminescence; activation, % at 11.2 µM; actives 1% (n = 650,000); in the data active = activation above about 4.9%;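 note: 0% = median of compound wells and 100% = cells with positive control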
Target sequence (Q8TDV0 whole entry, looked up): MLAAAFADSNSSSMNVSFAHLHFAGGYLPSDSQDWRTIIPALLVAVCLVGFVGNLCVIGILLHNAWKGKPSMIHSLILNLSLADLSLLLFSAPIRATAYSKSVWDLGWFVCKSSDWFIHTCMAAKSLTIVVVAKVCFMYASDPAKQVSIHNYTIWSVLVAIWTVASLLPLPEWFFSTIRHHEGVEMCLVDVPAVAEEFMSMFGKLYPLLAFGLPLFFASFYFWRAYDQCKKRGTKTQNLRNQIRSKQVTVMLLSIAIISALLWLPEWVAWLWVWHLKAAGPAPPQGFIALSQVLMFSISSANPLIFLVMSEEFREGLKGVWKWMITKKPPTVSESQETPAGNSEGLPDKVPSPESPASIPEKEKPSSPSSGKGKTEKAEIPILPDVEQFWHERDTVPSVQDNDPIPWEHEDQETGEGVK
TEAD-YAP inh – TEAD-YAP interaction inhibition; actives 1.4% (n = 640,000); inhibition, % at 9.12 µM; HEK-TIYL cells, TEAD-Gal4/YAP UAS-luciferase luminescence; in the data active = inhibition above about 32%;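 note: 0% = median of test compound wells and 100% = reference inhibitor wells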
FBW7 activator – activators of human E3 ligase FBW7 | actives 0.13% (n = 650,000) | normalized activity (activation), % at 26.1 µM | Q969H0 | AlphaScreen FBW7–phospho-cyclin E peptide binding, activator screen; in the data active = normalized activity above about 1.9%;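 note: purified mutant Fbw7 with reduced substrate affinity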
MITF primary – inhibitors of human MITF; AlphaScreen MITF homodimerization, bead proximity signal; actives 0.91% (n = 650,000); inhibition, % at 2.6 µM; O75030; AID 1259374; in the data active = inhibition above about 50%;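 note: 0% = vehicle wells with protein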
Target sequence (O75030 whole entry, looked up): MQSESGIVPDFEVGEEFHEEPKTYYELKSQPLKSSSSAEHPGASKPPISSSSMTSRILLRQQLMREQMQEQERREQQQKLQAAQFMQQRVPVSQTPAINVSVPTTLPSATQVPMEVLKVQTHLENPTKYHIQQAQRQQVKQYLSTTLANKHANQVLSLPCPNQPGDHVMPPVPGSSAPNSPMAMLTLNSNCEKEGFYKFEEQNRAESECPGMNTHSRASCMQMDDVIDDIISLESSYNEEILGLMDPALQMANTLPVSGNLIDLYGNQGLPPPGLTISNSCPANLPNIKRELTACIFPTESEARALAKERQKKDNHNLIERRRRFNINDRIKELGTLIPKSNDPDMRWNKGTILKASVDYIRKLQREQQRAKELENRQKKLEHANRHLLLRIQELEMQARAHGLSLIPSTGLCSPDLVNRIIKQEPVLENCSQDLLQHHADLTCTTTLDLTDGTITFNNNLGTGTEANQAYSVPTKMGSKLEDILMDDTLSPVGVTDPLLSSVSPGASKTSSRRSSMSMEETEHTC
The depositor's hits bear a star. Rows are unselected. Share with any hit: about 3.4%.

Results follow in this order: MITF primary, TEAD-YAP inh, GPR151 activ, FBW7 activator
CCN1CCN(c2cc(C)c3cc(NC(=O)C(c4ccccc4)C4CCCC4)ccc3n2)CC1 (stereo not drawn)
 : 6.1, -22.7, 3.0, 0.9
CC(CCn1cccn1)NC(=O)c1ccc(OC2CCN(CCc3ccccc3)CC2)cc1 (stereo not drawn)
 : -2.2, 5.5, -0.2, 0.0
Cc1ccc(C(=O)CCNc2ccc(F)cc2)cc1
 : 17.4, -50.6, -1.0, 0.7
CCN(CC)C(=O)C12CC3CCC1(C)C3(C)CO2 (stereo not drawn)
 : 15.1, 10.2, -0.4, 1.2
Cc1ccc(N(CC(=O)NC2CCCC2)C(=O)CCC(=O)Nc2cc(C)ccn2)cc1
 : 1.9, 6.9, 0.5, -0.1
CO[C@H]1[C@H](NC(=O)Cc2ccccc2)c2ccccc2C12CCN(Cc1ccoc1)CC2
 : -24.1, 12.3, -0.2, -0.1
COc1ccccc1-n1nnc(C(=O)Nc2ccccc2Cl)c1C
 : 13.5, -11.4, 0.5, 0.0
C=CCN=Cc1c(O)n(-c2ccccc2)c(=S)n(-c2ccccc2)c1=O
 : -13.4, -10.6, 0.4, -0.1
Nc1nc(Nc2ccc3ncccc3c2)nc2c1ncn2CCN1CCCC1=O
 : 6.2, -22.2, 1.6, 0.1
CCc1cc(NN)n2nc3nc(C)cc(C)c3c2n1
 : 7.5, 9.5, -1.0, 0.5
CCCCOC(=O)c1cccc(NC(=O)COc2cccc(C)c2)c1
 : 6.7, -31.5, 0.7, 0.1
Cc1nc(NC(=O)c2ccccc2)sc1-c1csc(Nc2cccc([N+](=O)[O-])c2)n1
 : 3.8, -13.0, -4.8, -0.2
CCSc1nc2ccccc2n1Cc1cccc([N+](=O)[O-])c1
 : -4.5, -17.5, -2.2, -0.2
CCCc1cc(C(=O)OCC)c(NC(=O)CCC(=O)O)s1
 : -16.5, -2.0, -0.3, 0.3
COc1ccc(NC(=O)C(c2cc3c(cc2[N+](=O)[O-])OCO3)N2CCc3ccccc32)cc1 (stereo not drawn)
 : 2.0, -53.2, -2.1, -0.2
Cc1ccc(S(=O)(=O)NCC(=O)N/N=C/c2ccccc2O)cc1
 : 5.9, 6.7, 1.1, -0.4
O=C(CSCc1ccccc1)Nc1cc(Cl)ccc1Cl
 : -14.2, 5.1, -2.1, 0.7
CCOc1ccc2c(c1)S/C(=C/c1ccccc1O)C2=O
 : -0.9, -53.8, -0.7, -0.1
COC(=O)c1ccc(N2C(=O)c3ccc(C(=O)Nc4ccc(Br)cc4)cc3C2=O)cc1
 : -15.4, 3.4, -0.9, 0.0
O=CNNC(=O)COc1cccc2ccccc12
 : -6.4, 6.3, 0.4, -0.1
O=C(NCc1ccccc1)c1cc2ccccc2cc1O
 : -1.4, -3.6, -0.7, 0.3
C=CCn1c(SCC(=O)CC(=O)OCC)nc2cc(C(=O)N3CCOCC3)ccc2c1=O
 : 19.0, 4.7, -0.7, 0.0
Cc1sc(NC(=O)C2CC=CCC2C(=O)O)c(C(N)=O)c1C (stereo not drawn)
 : -13.4, -2.3, 0.5, -0.3
COc1ccc(-c2c(C#N)c(N)nc3sc(C(=O)c4ccc(C)cc4)c(N)c23)cc1OC
 : 0.8, 8.2, 1.4, -0.1
COC(=O)c1cccc(OCC(O)CN2CCC(C(N)=O)CC2)c1 (stereo not drawn)
 : 18.0, 0.0, 1.6, 0.0
COC(=O)CSc1n[nH]c(-c2ccc(Br)cc2)n1
 : 11.0, 3.4, -0.4, 0.1
CCOC(=O)c1ccc(NC(=O)CN(C)S(=O)(=O)c2cnc[nH]2)cc1
 : 3.1, -39.7, -0.8, -0.1
CC1=C(C#N)c2nc(N)c(C#N)c(C)c2/C1=C/c1ccsc1
 : 10.6, 4.5, 0.1, 0.0
CCCCOc1ccc(CSCCN)cc1
 : 3.4, 46.5*, -0.9, -0.1
COC(=O)c1c(OC(C)C)cc(=O)n2c1CCN(Cc1ccc3c(c1)CCO3)CC2
 : 10.4, 6.6, -0.8, 0.0
COc1ccc(N2CC(NC(=O)NCCCO)CC2=O)cc1 (stereo not drawn)
 : -6.4, -4.0, -0.7, -0.4
CCCC(C)NC(=O)COc1ccccc1 (stereo not drawn)
 : 3.5, 0.1, 0.4, 0.1
CC(C)c1ccc2nc(SCC(=O)N3CCOCC3)c(C#N)cc2c1
 : -0.3, 36.2*, -1.3, 0.0
CCOC(=O)N1CCN(C(=O)c2ccc3c(=O)n(CCc4ccccc4)c(SCC(=O)c4ccccc4)nc3c2)CC1
 : -0.7, -1.1, 0.3, 0.0
Cc1ccc(/C=C/c2ccncc2)cc1
 : -5.0, 51.2*, -5.9, 0.0
C=CCNS(=O)(=O)c1ccc(S(=O)(=O)N2CCC(C)CC2)cc1
 : 7.4, -30.0, -0.3, -0.2
COc1cccc(CN2CCN(C(=O)N3CCOCC3)[C@@H](C)C2)c1
 : 5.7, 1.8, 1.4, 0.4
COc1ccc(NC(=O)CSc2nsc(SCC(=O)Nc3ccc(OC)cc3)c2C#N)cc1
 : 1.1, 9.7, -0.7, 0.0
CCc1ccc(/C=C2\SC(=S)N(C(CC(=O)O)C(=O)O)C2=O)cc1 (stereo not drawn)
 : -0.7, 6.2, -0.8, -0.3
CCCCCC1CCC(c2nc(-c3ccc(C4CCC(CCC)CC4)cc3)no2)CC1 (stereo not drawn)
 : -19.3, 1.5, 0.1, 0.1
CS(=O)(=O)c1ccc2nc(NC(=O)c3ccccc3C(=O)O)sc2c1
 : -8.1, 9.7, 0.6, 0.0
Cc1ccc(NC(=O)C(=O)NCc2ccccn2)cc1
 : -1.9, -25.1, 1.8, -0.1
CCC1SC(CC)C(=O)N(CC(=O)Nc2ccc(OC)cc2OC)C1=O (stereo not drawn)
 : 2.3, -0.1, -2.1, -0.1
Cc1cc(=O)[nH]c(SCC(=O)NC2CCCc3ccccc32)n1 (stereo not drawn)
 : -3.8, 1.6, -1.1, -0.1
Cc1nc(N2CCC(C(=O)N(C)C(C)c3ccc4c(c3)OCCO4)CC2)nc2ccccc12 (stereo not drawn)
 : 6.2, 1.1, -0.4, 0.0
COC(=O)c1ccc(C)c(NC(=O)c2ccc(C#N)cc2F)c1
 : -2.4, -0.4, 1.0, -0.1
Cc1ccc(S(=O)(=O)NCCCNS(=O)(=O)c2ccccc2)cc1
 : -3.3, 6.5, -0.2, -0.1
COc1cccc(-c2cc(C(=O)N3N=C(C)CC3(O)C(F)F)c3ccccc3n2)c1 (stereo not drawn)
 : -0.6, -14.7, -0.7, -0.1
O=C(NCCN1CCOCC1)c1cnn2c(C(F)(F)F)cc(-c3cccs3)nc12
 : -0.3, -7.9, 1.3, 0.2
COc1ccc(C(CC(=O)NC2CCCCC2C)NS(=O)(=O)c2ccc(OC)cc2)cc1 (stereo not drawn)
 : 5.5, -8.6, -1.5, -0.1
Cc1ccc(OCC(=O)Nc2ccc(S(=O)(=O)N3CCC(C)CC3)cc2)c(Br)c1
 : -8.0, -0.4, -1.1, -0.1
O=C(Nc1ccc(N=Cc2ccccc2O)cc1)c1ccccc1
 : 1.7, 19.6, -1.0, -0.2
COC(=O)c1ccccc1NC(=O)c1ccc(C(C)(C)C)cc1
 : -3.0, 5.1, 2.9, -0.1
N=c1oc2ccccc2cc1C(=O)Nc1ccc(F)cc1
 : -4.3, -45.0, -0.4, 0.0
COc1cccc(C2=N/C(=C\C=C\c3ccccc3)C(=O)O2)c1
 : 12.8, 3.3, 0.6, 0.1
COc1ccc(CCNC(=O)c2csc(-c3ccc(N4CCN(C)CC4)cc3)n2)cc1
 : -1.7, 4.0, 0.7, -0.2
COc1cc([C@@H]2[C@@H](C(=O)c3ccccc3)N3c4ccc(Cl)cc4C=C[C@@H]3C2(C#N)C#N)cc(OC)c1OC
 : -0.4, -7.7, 1.1, -0.3
Clc1nnc(Cc2cccnc2)c2ccccc12
 : 4.3, 10.3, 0.4, -0.3
COc1ccc(C(=O)[C@@H]2[C@@H](c3ccc(OC)cc3)C(C#N)(C#N)[C@H]3C=Cc4ccccc4N23)cc1
 : 20.9, 62.6*, 2.8, 0.1
COc1cc2nc(-c3cccc(I)c3)oc(=O)c2cc1OC
 : -4.8, 3.6, -0.4, -0.2

The results go on:
Results follow in this order: MITF primary, TEAD-YAP inh, GPR151 activ, FBW7 activator
CC(C)c1ccc(NC(=O)CSc2nc3ccc(NC(=O)CSc4nnc(Cc5ccc6ccccc6c5)n4C)cc3s2)cc1
 : -4.7, 25.6, 0.4, 0.0
COc1ccc(CCC2CCN(c3nc(-c4ccc(Cl)cc4)cs3)CC2)cc1
 : -7.5, 1.5, 0.0, -0.4
O=C1C2C3C=CC(C3)C2C(=O)N1c1nccs1 (stereo not drawn)
 : -2.4, 0.8, 0.3, -0.1
CC(=O)Nc1ccc(N2C(=O)CSC2c2cccc(Cl)c2Cl)cc1 (stereo not drawn)
 : 0.1, -5.1, -0.9, 0.6
Cc1cc(OCC(=O)O/N=C(\N)c2ccccc2)cc(C)c1Br
 : -10.4, -6.8, -1.7, 0.1
COc1nc(NNc2nc(OC)nc(N3CCCC3)n2)nc(N2CCCC2)n1
 : 13.3, 1.5, -1.3, 0.7
COC1CCC(C(=O)N2CCC(Cn3nc(-c4cccs4)ccc3=O)CC2)CC1 (stereo not drawn)
 : 0.1, 2.7, 0.9, 0.1
CC1(C)C2CCC1(CS(=O)(=O)Nc1cc(C(=O)Nc3ccc4c(c3)OCCO4)ccc1N1CC3CC(C1)c1cccc(=O)n1C3)C(=O)C2 (stereo not drawn)
 : -8.3, -3.4, -0.3, -0.1
CCOC(=O)c1ccc(N/C=C\C(=O)c2ccc3c(c2)OCO3)cc1
 : -10.6, 33.0*, -0.9, 0.0
O=c1oc2ccccc2cc1-c1csc(Nc2ccc(Oc3ccc(Cl)cc3)cc2)n1
 : 2.4, -4.6, 0.6, 0.0
COc1ccc2c(c1)CC(C(=O)Nc1ccc(-c3cn[nH]c3)cc1)NC2 (stereo not drawn)
 : -0.1, 15.2, 2.3, 0.0
COc1ccc(-n2nc(C(=O)Nc3ccc(Br)cc3C)c3ccccc3c2=O)c(OC)c1
 : 4.0, 4.6, -0.4, 0.6
O=S(=O)(Nc1cccc2ccccc12)c1ccc(Br)cc1
 : -15.8, -3.7, -1.1, 0.1
CCOc1ccc2cc(C#N)c(SCC(=O)OC(C)C)nc2c1
 : 4.5, -10.5, 0.4, -0.1
O=C(c1ccccc1)N1CCN(C(=O)c2nn3c(c2Cl)NC(c2ccco2)CC3C(F)(F)F)CC1 (stereo not drawn)
 : 0.2, 2.5, 0.9, 0.2
CCOc1cccc2cc(C(=O)NC(C)=O)c(=Nc3ccc(C(C)=O)cc3)oc12
 : 2.0, -7.5, 0.0, -0.2
O=C(Nc1ccc(Cl)cc1)Nc1cccc(S(=O)(=O)N2CCCCCC2)c1
 : -0.7, 1.3, -0.7, 0.1
CC(=O)Nc1ccccc1NC(=O)C/C(C)=N/NC(=O)c1ccoc1C
 : -13.4, -19.0, -8.2, -0.1
COc1cccc(Oc2nc(N)nc(N)n2)c1
 : -5.4, 5.7, -1.2, -0.1
Cc1ccc(NC(=O)C(F)(F)F)cc1[N+](=O)[O-]
 : -7.1, -0.7, 0.0, -0.1
COC(=O)Cn1c(CCS(=O)(=O)c2ccc(Br)cc2)nc2ccccc21
 : -1.5, 9.1, 2.4, 0.1
COc1ccc(Nc2nc(Nc3ccc4ncccc4c3)nc(N3CCOCC3)n2)cc1
 : 2.4, -49.0, 2.0, 0.0
COc1ccc(-n2cnnc2SCC2NS(=O)(=O)N=C3CCCCCN32)cc1 (stereo not drawn)
 : -5.1, 6.1, 1.2, 0.1
O=C(CN1CCN(c2ccc(F)cc2)CC1)N1N=CCC1c1ccccc1 (stereo not drawn)
 : -5.6, 12.9, 0.0, -0.1
COc1cccc(C2CC(C(=O)NCC34CC5CC(CC(C5)C3)C4)N(C)S(=O)(=O)N2)c1 (stereo not drawn)
 : 0.0, -5.8, -0.7, 0.3
CC(=O)N1CCN(c2c3c(nc4cc(-c5cccc(F)c5)nn24)CCC3)CC1
 : 5.0, -5.9, 1.0, 0.2
O=C1c2cccc([N+](=O)[O-])c2C(=O)N1c1cccc(S(=O)(=O)N2CCOCC2)c1
 : 6.5, -14.7, -0.5, -0.2
O=C(Cn1nnc(-c2ccccc2NC(=O)c2ccccc2Cl)n1)Nc1ccccc1
 : 6.9, -4.5, -0.8, 0.1
CCN(Cc1ccncc1)Cc1ccc2c(c1)CN(C(=O)CCn1nc(C)cc1C)CCO2
 : -12.0, -1.2, 1.2, -0.1
Cc1ccc(C(=O)COC(=O)c2c(F)cccc2F)cc1
 : -2.5, 17.6, -7.3, -0.2
N#Cc1ccccc1S(=O)(=O)N1CCN(c2ncc(Cl)cc2Cl)CC1
 : 10.9, -0.4, 1.1, 0.0
O=S(=O)(N/N=C/c1ccc2c(c1)OCCO2)c1ccccc1
 : 12.7, -6.8, 0.8, 0.6
CCOc1ccccc1-c1noc(CCC(=O)Nc2ccccc2F)n1
 : 12.7, 1.3, -0.9, 0.0
COC(=O)c1ccc(NC(=O)c2ccc(C(=O)Nc3ccc(C(=O)OC)cc3)nc2)cc1
 : 4.2, 1.3, -0.8, 0.2
O=S(=O)(Nc1ccccc1F)c1cccc2nonc12
 : -0.3, -2.7, -0.4, 0.6
C=CCNC(=O)c1ccc(S(=O)(=O)c2cccc(Cl)c2)c([N+](=O)[O-])c1
 : 15.8, 10.5, 0.9, 0.0

Just GPR151 activ, MITF primary and FBW7 activator, for 4 of the compounds above:
SMILES,GPR151 activ,MITF primary,FBW7 activator
O=S(=O)(N/N=C/c1ccc2c(c1)OCCO2)c1ccccc1,0.8,12.7,0.6
CCOc1ccccc1-c1noc(CCC(=O)Nc2ccccc2F)n1,-0.9,12.7,0.0
COC(=O)c1ccc(NC(=O)c2ccc(C(=O)Nc3ccc(C(=O)OC)cc3)nc2)cc1,-0.8,4.2,0.2
O=S(=O)(Nc1ccccc1F)c1cccc2nonc12,-0.4,-0.3,0.6
